Assay outcomes from PubChem.
HCV core dimer: HCV core protein dimerization inhibition; TR-FRET GST/Flag-core106 dimerization, 1536-well; inhibition, % at 5 µM; 300,000 compounds, 0.33% hits; AID 1899;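 active means inhibition above the mean of all tested compounds plus 3 SD, set per screening campaign, cut at about 45% in these data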
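System – GST-tagged and Flag-tagged HCV core protein residues 1-106 · Repeats – one well for each compound · Technique – TR-FRET 671 and 617 nm emission · Doses – one concentration, 5 µM, in 0.5% DMSO · Times – 4 h, 22.5 °C incubation · Also added – Eu donor and XL665 acceptor anti-tag antibodies · Measure – percent inhibition of core106 dimerization signal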
PP1 inh: blocks human PP1-alpha phosphatase, a PP5 counter-screen; P62136; purified PP1alpha, OMFP fluorescence; inhibition, % at 6.7 µM; 320,000 compounds, 0.9% hits; AID 2235;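 active means inhibition above the mean inhibition of all tested compounds plus 3 SD, computed separately for each screening campaign, cut at about 15% in these data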
Target sequence (P62136 whole entry, looked up): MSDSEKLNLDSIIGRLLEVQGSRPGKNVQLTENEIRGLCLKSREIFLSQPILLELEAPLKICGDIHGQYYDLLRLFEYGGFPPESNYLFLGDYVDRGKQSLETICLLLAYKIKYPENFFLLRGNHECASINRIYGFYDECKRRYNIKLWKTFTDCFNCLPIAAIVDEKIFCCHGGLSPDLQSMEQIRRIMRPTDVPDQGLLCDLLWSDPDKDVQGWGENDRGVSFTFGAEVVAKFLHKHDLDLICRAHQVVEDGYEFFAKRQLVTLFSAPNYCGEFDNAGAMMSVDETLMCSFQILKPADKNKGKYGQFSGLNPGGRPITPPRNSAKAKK
CTSL1 counter: cathepsin L1 inhibition, PFM18AAP counter-screen | inhibition, % at 5.96 µM | recombinant F. hepatica cathepsin L1, Z-Leu-Arg-MCA fluorescence | 300,000 compounds, 0.49% hits;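 active means inhibition above the mean of all tested compounds plus 3 SD, set per screening campaign, cut at about 17% in these data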;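 further: 0% = plate median of test compound wells and 100% = 1 µM Z-Phe-Ala-diazomethylketone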
TPT1 inhibitor: C. albicans TPT1 enzyme inhibition. recombinant caTPT1, FP RNA substrate dephosphorylation. inhibition, % at 5 µM. 300,000 compounds, 0.81% hits. AID 1962;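 active means inhibition above the mean of all tested compounds plus 3 SD, set per screening campaign, cut at about 24% in these data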;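 further: plate controls were DMSO alone for no effect and ferristatin control at 100 nM for full effect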
PAFAH2 inh: inhibitors of human PAFAH2; 340,000 compounds, 0.99% hits; AID 492956; inhibition, % at 3.39 µM; recombinant PAFAH2, FP-rhodamine activity probe, fluorescence polarization;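 active means inhibition above the mean over all tested compounds plus 3 SD, cut at about 30% in these data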;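 further: inhibitors block probe labeling of enzyme so polarization drops; 0% = enzyme with DMSO and 100% = wells lacking PAFAH2 protein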
PP5 inh: inhibitors of human protein phosphatase 5 (PP5). P53041. 320,000 compounds, 0.18% hits. inhibition, % at 6.7 µM. purified PP5c, OMFP substrate fluorescence. AID 1987;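 active means inhibition above the campaign's mean inhibition across all tested compounds plus 3 SD, cut at about 9.5% in these data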;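 further: 0% = DMSO only and 100% = 100 µM cantharidin control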
proCasp7 act: counter-screen for procaspase-3 activators: activators of human procaspase-7 | P55210 | recombinant procaspase-7, Ac-DEVD-pNA absorbance 405 nm; D23A/D198A/D206A triple mutant, cannot self-cleave; scale: DMSO 0, 5 µM enzyme 100 | activation, % at 8.5 µM | 330,000 compounds, 0.093% hits;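 active means percent activation above the screen-wide mean plus 3 SD, cut at about 25% in these data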
Target sequence (P55210 whole entry D23A/D198A/D206A): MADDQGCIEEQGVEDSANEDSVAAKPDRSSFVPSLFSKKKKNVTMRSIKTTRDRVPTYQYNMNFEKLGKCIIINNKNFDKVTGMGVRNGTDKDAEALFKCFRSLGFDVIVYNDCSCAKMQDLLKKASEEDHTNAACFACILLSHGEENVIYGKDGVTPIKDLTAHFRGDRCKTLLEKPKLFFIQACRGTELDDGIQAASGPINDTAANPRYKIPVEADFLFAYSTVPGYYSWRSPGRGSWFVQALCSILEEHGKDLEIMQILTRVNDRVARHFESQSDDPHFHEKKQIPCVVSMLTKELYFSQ
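buffer or medium = Zinc-free HEPES/NaCl buffer, pH 7.4 | material = Procaspase-7 triple mutant (PC-7 D3A) | input = 2 µM procaspase-7 mutant as dispensed | signal = Epi-absorbance of released pNA at 405 nm, two timepoints | timing = 1 h preincubation, 2 h reaction | replicates = singlicate compound testing | evaluation = % activation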
AHR act: human AHR activation. P35869. AHR-responsive luciferase reporter cells, luminescence. activation, % at 5 µM. 320,000 compounds, 2.5% hits. AID 2796; in the data active means activation above about 47%;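 further: 0% = vehicle wells and 100% = reference agonist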
proCasp3 act: activators of human procaspase-3; recombinant procaspase-3 D3A, Ac-DEVD-pNA absorbance 405 nm; activation, % at 8.5 µM; 330,000 compounds, 0.11% hits; AID 463141;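 active means activation above the mean of all tested compounds plus 3 SD, cut at about 21% in these data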;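 further: 0% = DMSO alone and 100% = DMSO wells spiked with extra 5 µM PC-3 D3A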
Target sequence (P42574 whole entry D9A/D28A/D175A): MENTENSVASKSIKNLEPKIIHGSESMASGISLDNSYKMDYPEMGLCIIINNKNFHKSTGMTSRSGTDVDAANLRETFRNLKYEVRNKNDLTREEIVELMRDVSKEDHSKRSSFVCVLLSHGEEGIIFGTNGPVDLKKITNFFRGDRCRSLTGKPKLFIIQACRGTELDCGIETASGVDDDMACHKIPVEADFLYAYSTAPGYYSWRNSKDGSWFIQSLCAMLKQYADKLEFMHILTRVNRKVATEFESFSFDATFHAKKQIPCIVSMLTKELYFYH
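Test system: Procaspase-3 D3A mutant; medium: Zinc-free HEPES/NaCl buffer with 0.01% Triton X-100 at pH 7.4; reagent: DEVD-pNA substrate; doses: one concentration, 8.5 µM nominal, 0.8% DMSO; times: 1 h preincubation plus 2 h reaction at 25 °C; signal: Epi-absorbance at 405 nm of released p-nitroaniline, 0 and 120 min; replicates: singlicate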
An asterisk follows results filed as active; . = no result given. This is a random part of the collection; overall some 5.6% were active at least once.

SMILES	HCV core dimer	PP1 inh	CTSL1 counter	TPT1 inhibitor	PAFAH2 inh	PP5 inh	proCasp7 act	AHR act	proCasp3 act
Cc1ccc(CC2CC(=O)N(CC(=O)O)C2=O)cc1 (stereo not given)	-3	-1	0	0	-6	3.0	-3	2	5
O=C(CCN1C(=O)c2cccc3cccc(c23)C1=O)NC1CCS(=O)(=O)C1 (stereo not given)	2	-4	3	5	1	0.9	7	9	-3
CN(C)C(=O)c1ccc(COc2ccccc2Br)o1	-4	0	2	4	1	0.6	-3	3	-1
CS(=O)(=O)N1CCC(C(=O)Nc2ccc(OCc3ccccc3)cc2)CC1	0	1	0	0	-2	-0.8	-9	0	6
O=C(Nc1nnc(-c2ccccn2)o1)c1cccc(Cl)c1	-1	25*	7	-3	6	-2.3	10	10	-2
COC(=O)c1ccc(OC)c(-c2c(OC)cc(OC)cc2OC)c1	4	-7	-2	-5	-4	3.3	0	0	1
Cc1ccccc1C(=O)O/N=C(\N)c1ccccc1	4	-3	-2	-2	-2	-0.5	-3	79*	9
C=C(C)CNC(=O)CCc1nnc(Cc2cccc(C(F)(F)F)c2)o1	-12	2	2	0	5	1.2	-1	10	-4
Oc1ccccc1/C=N/Nc1nn[nH]n1	-3	-4	1	0	-2	0.9	-4	4	7
C=CCN=C(NC#N)SCCc1ccccc1	-2	-3	-2	2	1	-0.4	-5	2	4
Cc1ccc(-c2cc(C(F)F)nc(NCC3CCCO3)n2)cc1 (stereo not given)	1	3	3	-3	-10	3.7	7	10	8
COc1ccc(C(=O)NC2=NCCS2)cc1	-1	1	2	-4	5	2.0	6	13	-5
CN(C(=O)COC(=O)c1cc2ccccc2cc1O)c1ccccc1	.	.	.	.	-3	.	4	3	3
Cc1ccc(C(=O)CC(=O)c2ccccc2)cc1	8	-3	2	-1	-4	0.4	-12	0	-1
Cc1ccc2nc(SCc3ccc([N+](=O)[O-])cc3)nc(C)c2c1	3	0	-5	0	-4	-1.1	-2	-5	11
O=C(Nc1ccncc1)C1CCN(S(=O)(=O)c2ccccc2C(F)(F)F)CC1	-3	-1	-2	-1	3	-2.8	4	8	-7
COc1ccc(S(=O)(=O)Nc2nc3n(n2)C(c2ccc(Cl)cc2)CC(=O)N3)cc1 (stereo not given)	1	-1	4	-1	-2	0.6	1	-2	8
O=S(=O)(NCC1CCCO1)c1cnc(Cl)c(Br)c1 (stereo not given)	4	-1	-1	-3	3	-1.5	2	-1	2
Cc1ccc(SC(C)C(=O)Nc2ccc(S(=O)(=O)N3CCOCC3)cc2)cc1 (stereo not given)	-6	-2	2	-2	-6	3.2	8	-1	-1
Cc1ccc(/C=C/C(=O)NCCc2ccccc2)o1	-30	-6	5	1	2	-2.7	-22	2	-18

Filtered by structure, those above containing a carbonyl joined to an NH by a bond outside any ring.
SMILES	HCV core dimer	PP1 inh	CTSL1 counter	TPT1 inhibitor	PAFAH2 inh	PP5 inh	proCasp7 act	AHR act	proCasp3 act
O=C(CCN1C(=O)c2cccc3cccc(c23)C1=O)NC1CCS(=O)(=O)C1 (stereo not given)	2	-4	3	5	1	0.9	7	9	-3
CS(=O)(=O)N1CCC(C(=O)Nc2ccc(OCc3ccccc3)cc2)CC1	0	1	0	0	-2	-0.8	-9	0	6
O=C(Nc1nnc(-c2ccccn2)o1)c1cccc(Cl)c1	-1	25*	7	-3	6	-2.3	10	10	-2
C=C(C)CNC(=O)CCc1nnc(Cc2cccc(C(F)(F)F)c2)o1	-12	2	2	0	5	1.2	-1	10	-4
COc1ccc(C(=O)NC2=NCCS2)cc1	-1	1	2	-4	5	2.0	6	13	-5
O=C(Nc1ccncc1)C1CCN(S(=O)(=O)c2ccccc2C(F)(F)F)CC1	-3	-1	-2	-1	3	-2.8	4	8	-7
Cc1ccc(SC(C)C(=O)Nc2ccc(S(=O)(=O)N3CCOCC3)cc2)cc1 (stereo not given)	-6	-2	2	-2	-6	3.2	8	-1	-1
Cc1ccc(/C=C/C(=O)NCCc2ccccc2)o1	-30	-6	5	1	2	-2.7	-22	2	-18

Further entries follow:
SMILES	HCV core dimer	PP1 inh	CTSL1 counter	TPT1 inhibitor	PAFAH2 inh	PP5 inh	proCasp7 act	AHR act	proCasp3 act
Cc1[nH]c2ccccc2c1C(=O)COC(=O)c1ccc[n+]([O-])c1	1	0	-5	4	1	0.5	5	7	-6
COc1ccc(CCN2CCCC(CN(C)C(=O)c3cc(C)oc3C)C2)cc1 (stereo not given)	-2	-1	0	1	7	2.4	2	2	1
O=C1CC(c2ccc(O)cc2)Oc2ccccc21 (stereo not given)	.	-3	.	.	11	2.8	-9	0	9
C/[N+]([O-])=C\C1C(=O)CC(C)(C)CC1=O	-3	-1	-2	1	-1	1.7	1	-2	1
O=C(Nc1nc(-c2ccccc2)cs1)c1ccco1	5	-5	-2	1	3	1.6	0	-7	-1
O=c1nccc(NCc2ccco2)[nH]1	-2	-6	1	-5	0	-2.6	3	0	-4
O=C(NNc1cccc(Cl)n1)c1cccnc1Cl	-11	1	-3	-2	10	3.9	1	3	2
NNC(=O)c1cc(-c2ccc(N)cc2)nc2ccc(Br)cc12	1	-2	2	4	.	0.0	-5	38	-3
O=C(c1ccco1)N1CCN(S(=O)(=O)c2ccc(S(=O)(=O)NC3CCCCC3)cc2)CC1	1	-2	-3	1	7	2.1	-1	-4	-6
COCCNC(=O)CN1C(=O)COc2ccc(S(=O)(=O)N3CC(C)CC(C)C3)cc21 (stereo not given)	-5	-1	-6	-2	4	-1.9	7	2	5
Cc1c(OC(C(=O)O)c2ccccc2)ccc2c1oc(=O)c1ccccc12 (stereo not given)	3	4	0	-4	-5	2.8	3	0	-7
Cc1ccc(CNC(=O)CN2C(=O)c3ccccc3S2(=O)=O)cc1	12	1	1	-1	2	-0.8	-1	6	-3
COc1ccc2c(c1)oc(=O)c1cc(OC)ccc12	21	-1	-3	-3	4	5.1	-11	0	-4
CCN(CC(=O)Nc1ccc(NC(C)=O)cc1)C(=O)CCN1C(=O)c2cccc([N+](=O)[O-])c2C1=O	-1	-4	4	2	4	5.7	10	-1	3
COc1cc(OC)c(N(C)S(=O)(=O)c2cccc(C(=O)OCC(=O)c3c[nH]c4ccccc34)c2)cc1Cl	23	1	-2	-1	-43	1.7	3	13	0
Cc1ccc(S(=O)(=O)Oc2ccccc2/C=N/N=C(N)N)cc1	3	1	-2	-3	-7	2.0	4	4	2
COc1ccc([C@@H]2[C@@H]3C(=O)N(C(C)(C)C)C(=O)[C@@H]3[C@]3(C)C(=O)N(c4cccc(Br)c4)C(=O)N23)cc1	1	3	8	0	-2	2.3	1	5	-5
S=c1[nH]nc(C2CCCCC2)n1Cc1ccccc1	1	3	1	-2	0	1.3	-27	4	-20
Cc1cc(C)c2c(-c3ccc(F)cc3)c(C#N)c(=O)n(C)c2n1	3	-2	-1	3	4	-1.1	3	0	17
Cc1[nH]c2ccccc2c1/C=C/c1nc2ccccc2c(=O)n1CCO	0	-3	5	-1	7	0.9	-2	52*	-14
COc1ccc(-n2cc(-c3ccc(OC)c(OC)c3)[nH]c2=S)cc1	-2	0	-4	2	0	-0.4	-21	8	-15
O=C1c2ccccc2C(=O)N1CCCn1ccnc1	-1	-8	1	-1	6	0.2	-4	18	3
Cc1nc(Nc2ccc(Cl)c(Cl)c2)sc1C(=O)Nc1ccccc1	33	3	5	2	-8	3.9	-12	-1	4
CCOC(=O)c1sc(NC(=S)NC(=O)c2ccccc2)c(C(=O)OCC)c1C	0	-3	4	3	1	-0.4	-2	7	6
O=C(O)c1cccc(S(=O)(=O)N2CCCC(c3nc4c(nnn4Cc4ccc(F)cc4)c(=O)[nH]3)C2)c1 (stereo not given)	1	10	-5	-3	7	-5.8	-2	3	12
CCn1c(C)c(C)c2cc(C(=O)NCCCN3CCCCC3C)ccc21 (stereo not given)	2	-5	-4	5	-7	1.0	5	4	3
Cc1cc2nc(CS)[nH]c2cc1C	-10	5	4	6	-3	-3.2	-17	14	-14
COc1ccc(CCNC(=O)CCn2c(=O)oc3ccccc32)cc1	-3	-2	-3	1	-34	3.6	4	3	6
CC1CCN(Cc2c(C(=O)N/N=C/c3ccccc3O)nnn2-c2nonc2N)CC1	21	22*	2	-1	7	-0.3	-79	0	-82
COC(=O)c1ccccc1NC(=S)N1CCN(c2ccc(OC)cc2)CC1	-2	-3	0	1	-4	3.7	-14	1	2
Cc1nccnc1Sc1ccccc1	-1	0	-1	2	-5	0.1	-5	-1	5
CCOc1ccc(NCc2ccccc2OCc2cccc(F)c2)cc1	13	5	-5	1	0	2.4	10	5	4
c1ccc(CCn2nnnc2CN2CCc3ccccc32)cc1	21	4	-2	0	-7	3.4	-14	23	6
O=C(c1ccc(S(=O)(=O)Cc2ccccc2Cl)c([N+](=O)[O-])c1)N1CCOCC1	9	1	5	-1	2	6.2	12	-1	5
C#Cc1cccc(NC(=O)C2CCN(C(C)=O)CC2)c1	-1	-3	3	-2	3	-3.2	3	25	1

Structural class: the compounds so far with a furan ring, fused or not
SMILES	HCV core dimer	PP1 inh	CTSL1 counter	TPT1 inhibitor	PAFAH2 inh	PP5 inh	proCasp7 act	AHR act	proCasp3 act
CN(C)C(=O)c1ccc(COc2ccccc2Br)o1	-4	0	2	4	1	0.6	-3	3	-1
Cc1ccc(/C=C/C(=O)NCCc2ccccc2)o1	-30	-6	5	1	2	-2.7	-22	2	-18
COc1ccc(CCN2CCCC(CN(C)C(=O)c3cc(C)oc3C)C2)cc1 (stereo not given)	-2	-1	0	1	7	2.4	2	2	1
O=C(Nc1nc(-c2ccccc2)cs1)c1ccco1	5	-5	-2	1	3	1.6	0	-7	-1
O=c1nccc(NCc2ccco2)[nH]1	-2	-6	1	-5	0	-2.6	3	0	-4
O=C(c1ccco1)N1CCN(S(=O)(=O)c2ccc(S(=O)(=O)NC3CCCCC3)cc2)CC1	1	-2	-3	1	7	2.1	-1	-4	-6
